IkB signaling: IkB pathway inhibition in ABC-DLBCL cells; Potency, µM (highest dose often 57.1 µM), inactives show at the highest dose IkBa stabilization activation; ABC-DLBCL IkBa-CBG/CBR dual luciferase ratio, 4 h; response scale: scaled: untreated 0%, proteasome inhibitor 100%; hit rate 0.04% among 110,000; AID 445; active = well fitted curve in the direction sought with a large enough effect in the signal ratio, not every such curve was filed as active; inconclusive = small, poorly fitted or top-dose-only effect, or a change in a side signal; the % refers to the signal ratio;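 also: the direction sought is a rising ratio; 0% = basal untreated cells and 100% = reference inhibitor full response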
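Curves were fitted separately to fusion (green), unfused (red) and ratio luminescence, then classed by r2, magnitude and activity. Cells: OCI-Ly3, 4 h compound plus doxycycline at 37C; 10 uM MG-132 defined full response.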
Imprint erasure: genomic imprint erasure induction; mouse ES Peg3-LacZ reporter, beta-gal luminescence, 40 h; hit rate 0.02% among 110,000; Potency, µM (top dose mostly 60.7 µM), inactives show at the highest dose activity change, positive = activation, actives largely listed as activators;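 also: 0% = negative control wells on the plate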
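Readout: BetaGlo luminescence (5 min, room temp) for LacZ from the normally silent maternal Peg3 allele in female Peg3LacZ-Neo ES cells. Cells 300/well, 40 h, 37C, 5% CO2. Data normalized per plate to negative controls.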
p53ts 39C tox: p53ts cell cytotoxicity, nonpermissive temperature; H1299-p53A138V viability at 39C, ATP luminescence, 24 h; Potency, µM (highest dose often 46.1 µM), inactives show top-dose activity change, negative = cell killing, most hits filed as cytotoxic; hit rate 1.5% among 130,000; AID 902; also: nearly all actives have a fitted effect of over 55% in size
p53ts 32C tox: cytotoxicity in p53ts cells at permissive temperature; hit rate 0.93% among 130,000; H1299-p53A138V at 32C, ATP luminescence viability, 24 h; Potency, µM (series often up to 46.1 µM), for the others: top-dose activity change, negative = cytotoxicity, actives largely listed as cytotoxic;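 also: 0% = DMSO and -100% = full killing by reference compound; nearly all actives have a fitted effect of over 55% in size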
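H1299-p53 A138V cells (temperature-sensitive p53) exposed 24 h to up to 46 uM compound at 32C, where p53 is wild-type in conformation. Viability read as ATP luminescence and normalised to DMSO and 100 uM tamoxifen. AC50 fitted with the Hill equation.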
Starred values were filed as active, the others as inactive; ? = inconclusive; · = no result given; [ ] = remark or other dose. Unless noted, calls follow the shape of the dose curve; as a rule, active = well fitted curve in the direction sought with a large enough effect; inconclusive = small, poorly fitted or top-dose-only effect, or another doubt; inactive = no such curve, though single readings can be large; an effect the other way counts as inactive or inconclusive. Unless noted, % is scaled to controls: 0 for no effect and ±100 for the full control effect; potency is read from the fitted curve at half-maximal effect.

A first look, 3 compounds:
Letter code – A = IkB signaling; B = Imprint erasure; C = p53ts 39C tox; D = p53ts 32C tox
CCC(C)NC(=O)C1CCC(=O)N(c2cc(OC)c(OC)c(OC)c2)C1c1ccc(OC)cc1 (centres undefined)
  A: 1.1%	B: -1%	C: 3%	D: 0%

COc1cccc(Cn2c(CNS(=O)(=O)c3ccc(Cl)s3)nc3cccnc32)c1
  A: -0.2%	B: 6%[10.9 µM]	C: -12%	D: 5%

CCCn1cnc2cc(NCc3ccccn3)ccc21
  A: ?	B: -51%[inhibitor]	C: ?	D: ?

The listing, from the first entry:
Letter code – A = IkB signaling; B = Imprint erasure; C = p53ts 39C tox; D = p53ts 32C tox
CCC(C)NC(=O)C1CCC(=O)N(c2cc(OC)c(OC)c(OC)c2)C1c1ccc(OC)cc1 (centres undefined)
  A: 1.1%	B: -1%	C: 3%	D: 0%

COc1cccc(Cn2c(CNS(=O)(=O)c3ccc(Cl)s3)nc3cccnc32)c1
  A: -0.2%	B: 6%[10.9 µM]	C: -12%	D: 5%

CCCn1cnc2cc(NCc3ccccn3)ccc21
  A: ?	B: -51%[inhibitor]	C: ?	D: ?

CC(=O)c1c(C)oc2ccc(NS(=O)(=O)c3ccc(C(C)C)cc3)cc12
  A: ?	B: -17%[10.9 µM]	C: -7%	D: -10%

Cc1ccc(-n2c(SCC(=O)Nc3cccc(F)c3)nc3c(oc4ccccc43)c2=O)cc1C
  A: ?	B: -5%[10.9 µM]	C: -17%	D: 22%

Cc1nnc(NC(=O)C2CCCN(c3ncccn3)C2)s1 (centres undefined)
  A: 1.8%	B: -2%	C: 9%	D: 13%

O=C(COc1cccc2ccccc12)N1CCN(c2ccccc2)CC1
  A: ?	B: -8%	C: -2%	D: -5%

O=C(O)C1C2CCC(O2)C1C(=O)NCc1ccncc1 (centres undefined)
  A: -0.5%	B: 1%	C: -6%	D: -7%

CC(=O)c1ccc(NC(=O)CSc2nnc(Cn3c(=O)sc4ccccc43)n2C)cc1
  A: 1.9%	B: 1%	C: -4%	D: -13%

C[C@@H](c1ccccc1)N1C(=O)[C@@H]2[C@H]3C(=CC[C@H]2C1=O)C(=O)[C@H]1O[C@H]1[C@H]3O
  A: ·	B: ·	C: 34%[activator][9.22 µM]	D: -4%[9.22 µM]

(list continues)
Letter code – A = IkB signaling; B = Imprint erasure; C = p53ts 39C tox; D = p53ts 32C tox
COc1ccc2[nH]cc(C(=O)CN3CCCC(C)C3)c2c1 (centres undefined)
  A: -1.1%	B: -7%	C: 10%	D: -7%

COc1ccc(NC(=O)CCN2CCCC(C)C2)cc1 (centres undefined)
  A: 4.8%	B: -8%	C: 11%	D: 13%

COc1ccc(-n2ccn(Cc3ccccc3C)c(=O)c2=O)cc1
  A: ?	B: -7%[10.9 µM]	C: -16%	D: 0%

Cc1cc(C)c(-c2cc(C(=O)Nc3c(C)n(C)n(-c4ccccc4)c3=O)[nH]n2)c(O)c1
  A: ?	B: -12%	C: 9%	D: 6%

O=C(Cn1c(-c2cncs2)nc2ccccc21)NC1CCCC1
  A: 0.2%	B: ·	C: -3%	D: -4%

Cn1c(=O)c2c(nc(CN3CCN(c4ccccc4F)CC3)n2Cc2ccccc2F)n(C)c1=O
  A: -1.6%	B: -7%[10.9 µM]	C: 12%	D: -4%

COCCNC(=O)CSc1nc2ccccc2c(=O)n1-c1cccc(OC)c1
  A: 0.6%	B: -8%	C: 8%	D: 2%

CCCCCOC(=O)Cc1c(O)c2ccccc2n(C)c1=O
  A: -0.8%	B: -8%	C: 10%	D: 0%

COc1ccc(Cl)cc1NC(=O)COc1cccc(-n2cnnn2)c1
  A: -1.6%	B: ·	C: -4%	D: -14%

Cc1ccc2occ(CC(=O)Nc3ccc(S(=O)(=O)N4CCCC(C)C4)cc3)c2c1 (centres undefined)
  A: -0.1%	B: -20%[10.9 µM]	C: -19%	D: 19%

The listing continues:
Letter code – A = IkB signaling; B = Imprint erasure; C = p53ts 39C tox; D = p53ts 32C tox
CCS(=O)(=O)N1CCC(C(=O)N2CCc3ccccc3C2)CC1
  A: -0.7%	B: 4%	C: -2%	D: -3%

CCOc1ccc2[nH]c(=O)c(CN(Cc3ccc(F)cc3)C(=O)N3CCCC3)cc2c1
  A: -0.1%	B: -9%	C: -7%	D: -2%

Cn1c(=O)n(CCc2ccccc2)c(=O)c2c1nc1n2CCCN1Cc1ccccc1
  A: -0.3%	B: -4%	C: -7%	D: -8%

Cc1cccc(N2CCN(c3c(CN4CCCC4)c(=O)oc4ccccc34)CC2)c1C
  A: -0.2%	B: -8%[10.9 µM]	C: -12%	D: -2%

CCN(c1cccc(C)c1)S(=O)(=O)c1cccc2nsnc12
  A: 0.4%	B: -7%	C: -5%	D: 2%

Cc1ccc(C(=O)Nc2ccc(S(=O)(=O)N3CCC(c4nc5ccccc5s4)CC3)cc2)cc1
  A: 2.3%	B: -10%[10.9 µM]	C: -7%	D: 14%

O=C(/C=C1\NC2(CCCC2)Cc2ccccc21)N1CCOCC1
  A: 3.9%	B: -26%	C: -12%	D: 4%

Cc1ccc(C)c(N2CCN(C(=O)Cn3nc(C)c4sc5ccccc5c4c3=O)CC2)c1
  A: ?	B: -17%[10.9 µM]	C: 3%	D: 13%

COc1cc(Cl)c(C)cc1NC(=O)CSc1nnc(-c2ccco2)n1CC(C)C
  A: ?	B: -17%	C: 16%	D: 5%

COc1ccccc1CNC(=O)c1cn(C)c2ccc(S(=O)(=O)N3CCC(C)CC3)cc2c1=O
  A: -1.3%	B: 21%[10.9 µM]	C: 31%[activator]	D: 3%

3 compounds from above with just p53ts 39C tox, IkB signaling and Imprint erasure.
| Compound | p53ts 39C tox | IkB signaling | Imprint erasure |
| --- | --- | --- | --- |
| CCOc1ccc2[nH]c(=O)c(CN(Cc3ccc(F)cc3)C(=O)N3CCCC3)cc2c1 | -7% | -0.1% | -9% |
| Cn1c(=O)n(CCc2ccccc2)c(=O)c2c1nc1n2CCCN1Cc1ccccc1 | -7% | -0.3% | -4% |
| Cc1cccc(N2CCN(c3c(CN4CCCC4)c(=O)oc4ccccc34)CC2)c1C | -12% | -0.2% | -8%[10.9 µM] |

(cont.)
Letter code – A = IkB signaling; B = Imprint erasure; C = p53ts 39C tox; D = p53ts 32C tox
COc1ccc(NC2=NCC(=O)N2c2ccccc2)c(OC)c1
  A: 1.2%	B: 9%	C: -1%	D: 2%

Clc1ccc(-c2nnn3c2nc(NC2CCCCC2)c2ccccc23)cc1
  A: ?	B: -8%[10.9 µM]	C: 9%	D: -1%

COC(=O)c1ccccc1NC(=O)Cn1c(=O)n(CCCC(=O)NCc2ccccc2Cl)c(=O)c2ccccc21
  A: ?	B: -15%[10.9 µM]	C: ?	D: -2%

Cn1c(=O)c(=O)n(C)c2cc(C(=O)NCc3ccccc3Cl)ccc21
  A: 0.2%	B: -10%[10.9 µM]	C: 0%	D: -1%

Cc1cc(NC(=O)c2cc(C3CC3)on2)no1
  A: -1.0%	B: -23%	C: -8%	D: -13%

CCCC1CCC(c2nc(-c3cccnc3)no2)CC1 (centres undefined)
  A: 0.4%	B: -8%	C: -21%	D: -9%

O=C1CCC[C@@H](C2=CCCCC2=O)C1
  A: ·	B: ·	C: 2%[9.22 µM]	D: 2%[9.22 µM]

COc1ccc(OC)c(NC(=O)Cn2cc(C(=O)c3cccs3)c3ccccc32)c1
  A: ?	B: -6%[10.9 µM]	C: -27%	D: 1%

CN1CCc2c(OCC(=O)N3N=C(c4cccs4)CC3c3ccc(F)cc3)cccc2C1=O (centres undefined)
  A: ·	B: ·	C: ?	D: -100%

CCOc1cc(N2CCOCC2)c(OCC)cc1NC(=O)c1cc(-c2ccco2)nc2ccccc12
  A: ?	B: -20%	C: ?	D: ?

Grouped by structure, those above with an aryl thioether with sulfur outside any ring (four)
Letter code – A = IkB signaling; B = Imprint erasure; C = p53ts 39C tox; D = p53ts 32C tox
Cc1ccc(-n2c(SCC(=O)Nc3cccc(F)c3)nc3c(oc4ccccc43)c2=O)cc1C
  A: ?	B: -5%[10.9 µM]	C: -17%	D: 22%

CC(=O)c1ccc(NC(=O)CSc2nnc(Cn3c(=O)sc4ccccc43)n2C)cc1
  A: 1.9%	B: 1%	C: -4%	D: -13%

COCCNC(=O)CSc1nc2ccccc2c(=O)n1-c1cccc(OC)c1
  A: 0.6%	B: -8%	C: 8%	D: 2%

COc1cc(Cl)c(C)cc1NC(=O)CSc1nnc(-c2ccco2)n1CC(C)C
  A: ?	B: -17%	C: 16%	D: 5%

Carrying on.
SMILES | IkB signaling | Imprint erasure | p53ts 39C tox | p53ts 32C tox
CC(=O)CSc1nc2ccc(Nc3nc(N4CCOCC4)nc(N4CCOCC4)n3)cc2s1 | 11% | -13% | -8% | 1%
COc1cc(CNc2ccc3c(c2)CCC3)cc(OC)c1O | 7.3% | -10% | 15% | -8%
O=C(Cn1c(NCCO)nc2ccccc21)NCCc1ccccc1 | -0.2% | -19% | -2% | 5%
N#Cc1ccccc1S(=O)(=O)N1CCCC(c2nc3c(nnn3Cc3cccc(Cl)c3)c(=O)[nH]2)C1 (centres undefined) | 2.3% | -8%[10.9 µM] | -16% | 6%
CS(=O)(=O)N(CC(=O)NCc1ccccc1Cl)Cc1ccccc1 | · | · | 9% | -3%
c1ccc2c(NC3CCCC3)nnc(NC3CCCC3)c2c1 | -0.3% | -14% | -9% | 6%
O=C(CCCc1nc2ccccc2s1)Nc1nccs1 | ? | -18% | -10% | -13%
CCOC(=O)c1nnn(CC(=O)N2N=C(c3ccc(Cl)cc3)CC2c2ccc(OC)cc2)c1C(=O)OCC (centres undefined) | · | · | 18% | 15%

Screening data as filed in PubChem.
